Source: PubChem
HTR2A ag – mouse HTR2A agonism via beta-arrestin recruitment. CHO-K1 mHTR2A beta-arrestin complementation, luminescence; percent of 30 µM serotonin response. activation, % at 7.6 µM. AID 624169. 360,000 tested, 0.66% active. P35363;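 active = activation above a run cutoff, the mean activation of all tested compounds plus 3 SD, cut at about 14% in these data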;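 note: 0% = plate median of compound wells and 100% = 30 µM serotonin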
Target sequence (P35363 whole entry, looked up): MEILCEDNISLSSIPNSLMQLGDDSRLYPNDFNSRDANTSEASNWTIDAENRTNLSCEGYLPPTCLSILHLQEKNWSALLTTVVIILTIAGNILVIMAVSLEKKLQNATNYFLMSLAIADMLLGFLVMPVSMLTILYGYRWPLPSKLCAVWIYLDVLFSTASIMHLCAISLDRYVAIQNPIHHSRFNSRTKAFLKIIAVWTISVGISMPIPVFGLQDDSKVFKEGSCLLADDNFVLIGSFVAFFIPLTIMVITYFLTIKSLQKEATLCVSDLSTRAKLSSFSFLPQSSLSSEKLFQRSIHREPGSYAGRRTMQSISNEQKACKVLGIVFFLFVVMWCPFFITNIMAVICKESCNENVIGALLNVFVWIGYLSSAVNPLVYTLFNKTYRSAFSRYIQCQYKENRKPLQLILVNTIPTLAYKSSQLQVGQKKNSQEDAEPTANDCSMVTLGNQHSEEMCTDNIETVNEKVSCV
PDI inh – inhibitors of human protein disulfide isomerase; P07237; PDI insulin aggregation turbidity, A650, 90 min; inhibition, % at 10 µM; 350,000 tested, 0.052% active; AID 588391;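 active = mean inhibition across replicates of 30% or more, whatever share of single replicates reach that level; inconclusive = mean inhibition below 30% while every single replicate reaches 30%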;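 note: absorbance from insulin aggregation driven by PDI reduction with DTT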
Target sequence (P07237 whole entry, looked up): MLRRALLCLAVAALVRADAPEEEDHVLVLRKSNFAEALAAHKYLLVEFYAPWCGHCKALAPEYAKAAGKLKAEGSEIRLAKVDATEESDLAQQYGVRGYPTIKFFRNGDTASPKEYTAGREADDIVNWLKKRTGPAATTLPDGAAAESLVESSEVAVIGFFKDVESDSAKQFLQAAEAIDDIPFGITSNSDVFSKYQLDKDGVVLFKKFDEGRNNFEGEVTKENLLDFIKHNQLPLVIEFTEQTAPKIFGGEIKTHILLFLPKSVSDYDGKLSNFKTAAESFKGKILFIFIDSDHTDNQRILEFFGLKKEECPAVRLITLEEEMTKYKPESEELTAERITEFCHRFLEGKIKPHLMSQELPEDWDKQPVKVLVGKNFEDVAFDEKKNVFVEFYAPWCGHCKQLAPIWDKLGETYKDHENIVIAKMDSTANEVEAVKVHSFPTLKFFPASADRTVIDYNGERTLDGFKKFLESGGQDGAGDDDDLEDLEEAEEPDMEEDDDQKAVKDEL
Vif inh – inhibitors of HIV Vif. HEK293T cells, Vif self-association by quenched fluorescence, imaging, 24 h. inhibition, % at 7.49 µM. 340,000 tested, 0.35% active. AID 602346; in the data active = inhibition above about 50%, passing the limit was not always enough; inconclusive = no clear call, values can overlap the other calls; inactive = below about 31%; note: some results filed as inactive read as strong as hits
CaV13 ICDI inh – Primary screen for inhibitors of IQ motif and Ca2+-dependent inactivation inhibitor domain binding in CACNA1D, Förster resonance energy transfer in living cells, …; AID 743397; HEK cells, CFP/YFP FRET ICDI-IQ, plate reader, 10 min; percent FRET-ratio fall versus neutral wells; inhibition, % at 12.3 µM; 340,000 tested, 0.098% active;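 active = mean replicate inhibition of at least 30% and at least 1% of replicates passing that level; inconclusive = only one of the two criteria is met; inactive = neither criterion is met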;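 note: 0% = median of the neutral control wells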
Glyco luc inh – N-linked glycosylation inhibition. AID 588692. D54 ERlucT glycosylation luciferase reporter, 24 h; percent of 100 nM tunicamycin response. 360,000 tested, 0.23% active. reporter increase, % at 12.5 µM;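 active = mean luciferase reporter signal, scaled so untreated is 0 and the glycosylation-blocking control 100, at or above a set limit in every replicate; inconclusive = mean reaches the limit but not every replicate does; inactive = mean below the limit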;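 note: luciferase carries N-glycosylation sites so blocking glycosylation raises the light; 0% = median of neutral control wells and 100% = median of 100 nM tunicamycin wells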
ABCB6 inh MLPCN – human ABCB6 transporter inhibition. 360,000 tested, 0.19% active. K562-ABCB6 porphyrin accumulation, flow cytometry, 1 h; hits give low values. AID 602162. fluorescence ratio to DMSO, % at 10 µM. Q9NP58;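 active = fluorescence ratio to DMSO below 75%, the collection mean minus 3 SD; inconclusive = too few cells collected in the well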;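 note: signal is porphyrin accumulated inside mitochondria; 100% equals median channel fluorescence of DMSO control wells; lower ratio means ABCB6 inhibition with less porphyrin fluorescence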
aDG glyco act – alpha-DG glycosylation activation; Pro5-aDG cells, alpha-DG glycosylation AlphaScreen (IIH6); 0% Pro5, 100% B10-LARGE cell signal; activation, % at 10 µM; 360,000 tested, 0.22% active; AID 624168;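 active = activation of at least 8% versus controls, or a plate z-score of at least 8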;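 note: Pro5 are CHO cells carrying HIG-tagged alpha-DG that lacks glycosylation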
Exocytosis inh – lytic granule exocytosis inhibition; 360,000 tested, 0.66% active; TALL-104 LAMP-1 surface exposure, flow cytometry; cells stimulated with thapsigargin and PMA; inhibition, % at 10 µM; AID 651702;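 active = inhibition above about 55%, limit read from the data; inconclusive = no clear call, values can overlap the other calls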
Cardio protect – protects H9c2 cardiomyocytes from peroxide injury; H2O2 injury protection, ATPLite, 2 h; protection from H2O2 cell death, % at 20 µM; 360,000 tested, 0.63% active; AID 588492;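 active = compounds giving at least 50% protection of heart cells from peroxide-induced death in the single-dose screen, raw or plate-pattern-corrected value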;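 note: 0% = DMSO wells with peroxide and 100% = DMSO wells without peroxide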
iPSC survival up – increases survival of single human iPS cells; hiPSC single-cell survival, ATPlite luminescence; 100% = ROCK inhibitor wells, 0% = DMSO; survival enhancement, % at 20 µM; 360,000 tested, 0.044% active; AID 602274; in the data active = survival enhancement above about 18%;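 note: cells exposed to compounds for 16 hours before the ATP read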
Numbers without * were called inactive; ? = inconclusive; nt = no result given.

SMILES | HTR2A ag | PDI inh | Vif inh | CaV13 ICDI inh | Glyco luc inh | ABCB6 inh MLPCN | aDG glyco act | Exocytosis inh | Cardio protect | iPSC survival up
CC(C)CNC(=O)NC(=O)COc1ccc(C=O)cc1 | 2.1 | -3.9 | 0.2 | -4.3 | 3.1 | 105.0 | -0.3 | 5.1 | -0.7 | 1.6
COc1cc(CCC(C)=O)ccc1OC(=O)c1c(F)cccc1Cl | 0.5 | -4.0 | 5.3 | -20.5 | 1.3 | 93.0 | 0.0 | 9.4 | -1.5 | -0.4
COc1ccc(-n2c(=O)c3c4c(sc3n(CC(N)=O)c2=O)CCCCC4)cc1 | -1.9 | -2.8 | ? | -2.1 | -0.2 | 99.0 | -0.2 | 0.8 | -3.1 | -0.2
CCNC(=O)NC(=O)C(C)OC(=O)C1CCN(S(=O)(=O)c2ccccc2C(=O)OC)CC1 (centres undefined) | -3.2 | 0.4 | 10.3 | -4.6 | -0.4 | 95.0 | 0.4 | 0.6 | 1.5 | -0.3
C/C(=N/NS(=O)(=O)c1ccc(Cl)cc1)c1cccc(O)c1 | -0.9 | -1.9 | 3.0 | -5.2 | 1.3 | 98.0 | -0.2 | -0.2 | -5.6 | -0.6
CCOC(=O)C1=C(COC(=O)c2cc(Br)c(Br)s2)NC(=O)NC1C (centres undefined) | 1.2 | 3.5 | -0.3 | -4.7 | 1.2 | 99.0 | -0.1 | -7.3 | 11.1 | -0.4
O=C1OC(/C=C/c2ccccc2)=NC/1=C/C=C/c1ccccc1 | 0.9 | -6.2 | 10.3 | -20.8 | 4.0 | 100.0 | -0.2 | 3.6 | 3.2 | 1.0
Cc1ccc(C(=O)O)cc1N1C(=O)c2cccc3cc(Br)cc(c23)C1=O | 3.3 | 8.5 | 8.4 | nt | 0.7 | nt | 0.1 | 8.8 | 2.3 | 7.0
CCOC(=O)[C@H]1[C@H]2COc3ccc(OC)cc3[C@@H]2N2C(=O)c3cc(OC)c(OC)cc3NC(=O)[C@@]12C | -1.6 | 1.6 | -7.5 | -4.4 | 30.8* | 100.0 | -0.1 | -0.5 | 9.0 | -1.8
O=C(NNC(=O)c1cc(-c2ccncc2)nc2ccccc12)Nc1ccc(F)cc1 | -0.7 | 3.9 | -8.8 | -5.5 | 1.1 | 104.0 | -0.1 | 2.1 | 3.4 | -0.2
Cc1ccc(C)c(N(CC(=O)NC(C)(C)C)C(=O)CNC(=O)c2cccs2)c1 | 3.4 | 12.3 | -2.6 | 10.3 | -0.8 | 102.0 | 1.1 | 2.0 | 14.5 | 2.7
COc1ccccc1-c1ccc2c(c1)O[C@@H](CN(C)C(=O)Nc1cccc(F)c1)[C@H](C)CN([C@H](C)CO)S2(=O)=O | 0.0 | 5.2 | -1.8 | -5.9 | -0.7 | 93.0 | 0.5 | 3.6 | 4.3 | 6.0
COCCNC(=O)CCc1ccc(S(=O)(=O)Nc2ccc(C)cc2)cc1 | -3.9 | 6.2 | 6.8 | -8.9 | -2.2 | 95.0 | 0.0 | 1.6 | -1.2 | 7.6
CCOC(=O)C(C)Sc1nc2c(c(-c3cccs3)c1C#N)CCC2 (centres undefined) | -1.5 | 7.3 | -26.4 | -3.6 | -4.1 | 90.0 | 0.3 | -2.2 | -6.5 | -0.7
CCOc1ccc(S(=O)(=O)N2CCC(C(=O)N3CCN(c4ccccc4F)CC3)CC2)cc1C | 5.6 | 4.8 | -2.1 | -5.6 | -2.8 | 97.0 | 1.9 | -10.8 | -4.0 | -0.4

Part of the list above in order of SMILES length, smallest number first.
SMILES | HTR2A ag | PDI inh | Vif inh | CaV13 ICDI inh | Glyco luc inh | ABCB6 inh MLPCN | aDG glyco act | Exocytosis inh | Cardio protect | iPSC survival up
CC(C)CNC(=O)NC(=O)COc1ccc(C=O)cc1 | 2.1 | -3.9 | 0.2 | -4.3 | 3.1 | 105.0 | -0.3 | 5.1 | -0.7 | 1.6
O=C(NNC(=O)c1cc(-c2ccncc2)nc2ccccc12)Nc1ccc(F)cc1 | -0.7 | 3.9 | -8.8 | -5.5 | 1.1 | 104.0 | -0.1 | 2.1 | 3.4 | -0.2
Cc1ccc(C)c(N(CC(=O)NC(C)(C)C)C(=O)CNC(=O)c2cccs2)c1 | 3.4 | 12.3 | -2.6 | 10.3 | -0.8 | 102.0 | 1.1 | 2.0 | 14.5 | 2.7

More compounds.
SMILES | HTR2A ag | PDI inh | Vif inh | CaV13 ICDI inh | Glyco luc inh | ABCB6 inh MLPCN | aDG glyco act | Exocytosis inh | Cardio protect | iPSC survival up
CC(C)C(NC(=O)OC(C)(C)C)C(=O)NC(CCC(=O)OCc1ccccc1)C(N)=O (centres undefined) | 1.0 | -3.4 | -6.1 | 4.5 | 2.6 | 102.0 | -0.2 | -5.2 | 1.6 | -0.5
CCCCCCSc1ccc(-c2nc3ccccn3c2NCCCC)cc1 | -8.2 | -5.0 | 3.8 | -5.3 | -7.4 | 97.0 | 0.8 | 70.5* | -29.7 | -0.6
CCN1CCCC1CNS(=O)(=O)c1c(C)cc(C)cc1C (centres undefined) | -2.4 | -7.8 | -14.9 | -4.8 | 1.4 | 103.0 | 0.3 | 3.9 | -1.1 | -0.3
CCCOCC(O)COc1ccccc1C(=O)N1CCOCC1 (centres undefined) | 1.4 | -2.6 | 3.0 | nt | -1.5 | 94.0 | -0.1 | -0.4 | -6.4 | -0.8
Cc1ccc(/C=N/NC(=O)Cn2nc(C)c([N+](=O)[O-])c2C)o1 | -3.2 | -0.8 | 1.4 | 5.8 | 1.9 | 103.0 | 0.1 | -2.4 | 4.9 | -0.6
C=CCn1sc(=N)c(C#N)c1N | 4.7 | -4.7 | 10.8 | -6.9 | 1.0 | 83.0 | -0.1 | 1.6 | -6.8 | -0.6
CC1(c2ccccn2)Nc2ccccc2-c2nc3ccccc3n21 (centres undefined) | -1.4 | 2.2 | 1.0 | -5.8 | 3.3 | 97.0 | 0.5 | 0.4 | -1.6 | -0.1
Cc1cc(C(=O)COC(=O)c2cc(Cl)c(O)c(Cl)c2)c(C)n1C | -3.4 | -3.0 | -0.5 | -3.1 | -0.2 | 93.0 | 0.0 | -1.9 | 0.9 | -0.4
Cc1cc(Cl)c(S(=O)(=O)N2CCN(c3cccc(C)c3C)CC2)cc1OCC(N)=O | 0.8 | 8.6 | 0.1 | -3.0 | -3.1 | 101.0 | 0.2 | -0.7 | -10.4 | 5.3
O=C(CCC1CCCCC1)NC1=NCCS1 | -0.4 | 5.9 | -18.7 | -4.9 | -0.3 | 84.0 | -0.2 | 16.6 | 9.4 | 0.0
CCOC(=O)c1sc(=S)n(-c2cc(F)ccc2F)c1N | -3.3 | 5.6 | -8.8 | -3.5 | -3.4 | 97.0 | -0.3 | 3.6 | -0.1 | -0.7
Cc1ccc(NC=C(S(=O)(=O)c2ccccc2)S(=O)(=O)c2ccccc2)cc1 | 1.0 | -2.1 | 1.1 | -5.4 | -2.3 | 88.0 | -0.1 | 8.4 | 2.7 | 4.8
Cc1ccc(S(=O)(=O)NC(=O)C2(C)CCN2C(=O)C2(c3ccc(Cl)cc3)CCC2)cc1 (centres undefined) | 4.5 | -6.3 | -7.3 | -19.2 | 0.0 | 100.0 | 0.1 | -5.3 | -3.1 | -1.1
CC(=O)N(CN1C(=O)CCC1=O)c1ccc(Cl)c(Cl)c1 | 0.5 | -5.6 | 0.0 | -6.5 | -0.8 | 94.0 | -0.1 | -0.3 | 2.3 | -1.3
CC(C)N1CCN(C(=O)c2ccc([N+](=O)[O-])cc2)CC1 | 0.4 | 20.3 | -2.1 | -4.3 | 4.1 | 107.0 | 0.1 | -3.7 | 1.1 | 0.1
O=C(NC1CC1)C1CC(=O)N(c2ccccc2)C1 (centres undefined) | -1.5 | -3.4 | -4.0 | -6.6 | -0.6 | 96.0 | -0.1 | -6.1 | 2.1 | -0.4
CNC(=O)CN(c1ccc(F)cc1)S(=O)(=O)c1cc(C)ccc1OC | -4.7 | 10.7 | -15.5 | -5.0 | -1.1 | 93.0 | -0.3 | 0.8 | 1.1 | 0.3
O=C(Nc1cccc(Br)c1)c1ccccc1-c1ccccc1 | -3.2 | -4.2 | 1.4 | -4.9 | -3.1 | 100.0 | 0.2 | 8.9 | -11.8 | -0.8
Cc1cccc(NC(=O)NC2(C(=O)NCc3ccco3)CCCCC2)c1 | 4.3 | -5.4 | 11.7 | -2.8 | 0.0 | 98.0 | 0.1 | 11.8 | -2.6 | 0.0
N#CC1=C(SCC(=O)Nc2ccccc2)NC(=O)CC1c1ccco1 (centres undefined) | 0.3 | 5.6 | 4.2 | nt | 9.7 | 100.0 | 0.0 | -3.6 | -6.7 | -1.4
CC(=O)NC(c1ccccc1)c1nc(-c2ccc(Cl)cc2)cs1 (centres undefined) | 1.2 | -13.1 | -0.6 | -4.6 | 9.0 | 101.0 | -0.3 | -2.2 | -16.0 | -3.3
O=C(CN1C(=O)NC(Cc2ccccc2)C1=O)Nc1ccccc1 (centres undefined) | -1.0 | 0.1 | 2.4 | nt | 1.0 | 92.0 | 0.0 | -1.4 | -1.1 | 1.8
Cn1nc(C(C)(C)C)cc1C(=O)NCc1cc(F)cc2c1OCOC2 | 9.6 | -2.2 | -23.2 | -1.8 | 0.4 | 93.0 | 3.9 | 0.6 | -14.6 | -0.2
CC1CCCC(C)N1/N=C/C=C/c1ccccc1[N+](=O)[O-] (centres undefined) | -0.3 | 3.2 | -0.5 | 1.3 | 0.6 | 96.0 | -0.2 | -6.2 | -4.0 | -0.7
CC(C(=O)N/N=C/c1ccc(N(C)C)c(Br)c1)N(c1ccccc1)S(C)(=O)=O (centres undefined) | -1.1 | -0.2 | -6.2 | -2.1 | -0.1 | 97.0 | 0.0 | -1.8 | 3.7 | 5.4
COC(=O)C1=C(C)N(CCCC(=O)O)C(=O)NC1c1ccccc1OS(=O)(=O)c1ccc([N+](=O)[O-])cc1 (centres undefined) | 8.0 | -2.3 | -3.9 | -6.0 | 2.0 | 95.0 | -0.3 | -1.4 | -1.0 | 4.1
CN(C1CCCCC1)C(CNS(=O)(=O)c1ccccc1)c1ccccc1 (centres undefined) | -0.1 | -6.8 | -2.5 | -5.1 | -0.1 | 94.0 | 0.1 | -2.9 | -3.3 | -0.1
COc1ccccc1CNc1nc2ccccc2n1CCN1CCCCC1 | -9.9 | -0.4 | -20.3 | -5.0 | -6.2 | 98.0 | 0.1 | -5.0 | -12.1 | -0.9
Cc1c(S(=O)(=O)N2CCC(C)CC2)c(=O)n(C)c(=O)n1C | 5.6 | 1.3 | 6.4 | -13.3 | 1.4 | 92.0 | -0.2 | -8.6 | -4.8 | -0.2
COc1cc(OC)c(NC(=S)Nc2cc(Cl)cc(Cl)c2)cc1Cl | 2.9 | -5.1 | 5.4 | -5.2 | 0.4 | 83.0 | -0.1 | 2.8 | -28.1 | -0.2
COc1ccc(N2C(S)=C(C#N)C(=O)NC23CCCCC3)cc1 | 2.8 | 6.1 | -0.5 | -5.3 | 2.1 | 98.0 | 0.0 | 4.6 | -4.3 | -1.7
O=C(Nc1ccc(F)c(Cl)c1)c1ccc2nc([C@@H]3O[C@H](CO)[C@H](O)[C@H](O)[C@H]3O)[nH]c2c1 | -2.3 | -0.5 | 4.6 | -4.9 | 1.7 | 97.0 | -0.1 | 2.0 | 1.2 | -1.7
